GDH-TPI counter = counter-screen for M. tuberculosis FBA inhibitors: GDH-TPI coupled enzymes; actives 1.2% (n = 360,000); AID 588335; GDH-TPI coupled enzyme counterscreen, NADH absorbance; inhibition, % at 4.8 µM; in the data active means inhibition above about 30%;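 further: 0% = DMSO wells and 100% = wells lacking the enzyme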
FBA Mtb inh = inhibits M. tuberculosis FBA enzyme; P9WQA3; purified M. tuberculosis FBA, fluorescence read-out; inhibition, % at 1 µM; actives 2.3% (n = 360,000); in the data active means inhibition above about 27%;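 further: 0% = vehicle and 100% = reference inhibitor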
Target sequence (P9WQA3 whole entry, looked up): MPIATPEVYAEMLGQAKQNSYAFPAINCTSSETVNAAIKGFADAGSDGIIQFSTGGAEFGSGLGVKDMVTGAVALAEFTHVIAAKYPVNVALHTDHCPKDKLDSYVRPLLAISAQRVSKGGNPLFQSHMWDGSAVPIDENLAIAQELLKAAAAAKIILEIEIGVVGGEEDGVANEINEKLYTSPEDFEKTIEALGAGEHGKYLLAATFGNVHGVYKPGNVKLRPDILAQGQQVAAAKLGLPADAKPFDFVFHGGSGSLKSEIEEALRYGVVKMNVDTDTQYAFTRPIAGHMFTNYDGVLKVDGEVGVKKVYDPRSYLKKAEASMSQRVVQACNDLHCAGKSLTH
Mtb UGM inh = inhibitors of M. tuberculosis UDP-galactopyranose mutase | P9WIQ1 | purified UGM, fluorescence polarization probe displacement | inhibition, % at 10 µM | actives 0.06% (n = 320,000); in the data active means inhibition above about 10%, passing the limit was not always enough; inconclusive means no clear call, values can overlap the other calls
Target sequence (P9WIQ1 whole entry, looked up): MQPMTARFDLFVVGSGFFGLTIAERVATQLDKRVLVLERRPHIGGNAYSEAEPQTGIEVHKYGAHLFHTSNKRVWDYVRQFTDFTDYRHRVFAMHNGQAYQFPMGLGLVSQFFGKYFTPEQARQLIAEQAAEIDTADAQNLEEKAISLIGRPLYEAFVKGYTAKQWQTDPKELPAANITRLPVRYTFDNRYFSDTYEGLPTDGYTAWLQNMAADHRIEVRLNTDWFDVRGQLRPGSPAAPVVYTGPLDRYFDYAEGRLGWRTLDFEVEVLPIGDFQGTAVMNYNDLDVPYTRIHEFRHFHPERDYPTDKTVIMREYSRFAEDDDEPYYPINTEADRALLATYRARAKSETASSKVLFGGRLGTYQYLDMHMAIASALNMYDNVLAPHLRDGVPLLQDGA
Mtb BioA inh = inhibitors of Mycobacterium tuberculosis BioA enzyme | purified M. tuberculosis BioA enzyme, plate reader | inhibition, % at 9.99 µM | actives 0.096% (n = 360,000) | AID 602481; in the data active means inhibition above about 40%; inconclusive means no clear call, values can overlap the other calls
Rv3671c inh = Rv3671c (M. tuberculosis) protease inhibition | P9WHR9 | inhibition, % at 5.96 µM | actives 0.048% (n = 320,000); in the data active means inhibition above about 38%;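 further: extracellular domain of Rv3671c used as enzyme; 0% = enzyme with DMSO and 100% = no enzyme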
BoNT F protease = BoNT F light chain protease inhibition; Multiplex microsphere protease cleavage assay, flow cytometry; inhibition, % at 10 µM; actives 0.22% (n = 360,000); in the data active means inhibition above about 35%, passing the limit was not always enough; inconclusive means no clear call, values can overlap the other calls; further: plate controls were buffer without enzyme for full effect and enzyme alone for no effect
PrPC TRFRET = inhibitors of human cell surface prion protein PrPC; P04156; TR-FRET read-out; inhibition, % at 13.8 µM; actives 0.43% (n = 370,000); in the data active means inhibition above about 24%; further: 0% = median of the test wells and 100% = reference compound wells
MazF activator = increases E. coli MazEF RNase cleavage of RNA; P0AE70; actives 0.32% (n = 350,000); FAM/BHQ RNA-DNA oligo cleavage fluorescence, 5 h; activation, % at 20 µM; in the data active means activation above about 50%
Target sequence (P0AE70 whole entry, looked up): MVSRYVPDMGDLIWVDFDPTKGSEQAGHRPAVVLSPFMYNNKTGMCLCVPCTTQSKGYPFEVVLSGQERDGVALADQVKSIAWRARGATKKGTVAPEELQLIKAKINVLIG
FadD28 binding = blocks FadD28 binding to the bisubstrate probe. actives 0.22% (n = 360,000). inhibition, % at 12.5 µM. fluorescence polarization; in the data active means inhibition above about 8.5%, passing the limit was not always enough; inconclusive means no clear call, values can overlap the other calls
* hit, by the source's call; u = inconclusive; x = not tested or not shown.

SMILES	GDH-TPI counter	FBA Mtb inh	Mtb UGM inh	Mtb BioA inh	Rv3671c inh	BoNT F protease	PrPC TRFRET	MazF activator	FadD28 binding
CSc1ccc(C(=O)C2CCCN(C(=O)CCc3cnn(C)c3)C2)cc1 (stereo unspecified)	10	1	0.9	4.4	-4	2	-1	5	x
COc1ccc(OC)c(NC(=O)COC(=O)CCCN=C2NS(=O)(=O)c3ccccc32)c1	-1	-1	0.8	-1.3	-2	3	-3	9	-0.6
COc1ccc(C2CC(=O)c3c(ccc4ccccc34)N2)cc1OC (stereo unspecified)	-6	-3	-5.2	2.9	-11	24	2	0	-0.1
Cc1nccc(-c2cccc(N/N=C(\C#N)C(=O)c3ccccc3)c2)n1	19	-1	-1.5	x	-4	-1	3	6	-0.7
O=C(Cn1cnnn1)NC1CCCN(Cc2ccccc2F)C1 (stereo unspecified)	-8	0	-0.4	-0.4	10	-7	-4	0	-3.5
O=C(c1ccco1)N1CCN(c2ncnc3scc(-c4ccc(F)cc4)c23)CC1	12	-10	2.0	9.0	0	-8	-4	-3	-2.4
C[n+]1ccc(C(=O)NCCC[N+](C)(C)C)cc1/C=N/O	5	-3	-1.2	x	4	-7	-21	3	-0.3
O=C(CN1C(=O)COc2ccccc21)c1cccc(Cl)c1	4	1	-2.0	3.0	-6	-4	0	1	-4.2
COc1ccc(CCNC(=O)CCS(=O)(=O)c2ccc3c(c2)oc(=O)n3C)cc1OC	12	-1	0.6	-5.6	-14	0	5	13	1.3
CCOc1cc(/C=N/NC(=O)Cn2nc([N+](=O)[O-])cc2C)ccc1OCc1ccc(F)cc1	17	0	-0.7	-1.8	-14	-16	-1	16	-1.6
CCOc1cc(C(=O)NC(=S)Nn2cnnc2)cc(OCC)c1OCC	-1	-1	-1.6	x	5	5	-2	12	-2.7
CCOC(=O)NC(Nc1ncccn1)(C(F)(F)F)C(F)(F)F	6	0	-1.1	-0.2	5	-5	4	13	-1.0
CSCCC(NC(=O)c1ccccc1Cl)C(=O)NCCOc1ccc(C)cc1 (stereo unspecified)	-1	2	x	1.2	x	0	6	-3	-0.4
Cc1nnc(NC(=O)CN2CCN(Cc3ccccc3)CC2)s1	4	2	-0.7	-0.5	3	u	1	4	-0.8
Cc1ccc2cc(C3C(C#N)=C(N)Oc4c3ccc3cccnc43)c(=O)[nH]c2c1 (stereo unspecified)	35*	4	-1.9	0.8	9	-13	x	16	-1.0
O=c1[nH]c(C2CCN(S(=O)(=O)c3ccccc3)CC2)nc2c1nnn2Cc1cccc(Cl)c1	4	5	-1.7	x	-29	-4	0	5	0.6
CCCn1c(SCC(=O)NCCc2ccccc2)nnc1-c1ccco1	10	1	3.2	1.8	-2	-8	1	8	-0.8
O=C(CSc1ncnc2nc[nH]c12)N1CCOCC1	5	8	0.0	-1.2	-4	-15	8	3	-0.6
Cc1cc(C)c(S(=O)(=O)c2ccc(F)cc2C)c(=O)[nH]1	5	1	-1.0	0.7	-11	-23	-1	0	-0.7
COc1ccc(OC)c(C2CC(=O)Nc3n[nH]c(-c4ccccc4)c32)c1 (stereo unspecified)	0	4	4.4	x	10	-5	-6	1	-0.8
CCOC(=O)C1=C(c2ccccc2)OC(N)=C(C#N)C1C(C)C (stereo unspecified)	-15	-4	0.8	1.0	-5	2	3	4	-4.5
Cc1cccc(C)c1NC(=O)CN(C)C(=O)[C@H](C)NC(=O)c1ccco1	3	3	-1.8	-0.4	-12	-9	4	-1	-2.0
CC(C)=CCn1c2ccc(NC(=S)NC3CC3)cc2c(=O)n1C	-2	31*	x	3.4	x	-4	-1	x	-2.5
O=C(Nc1ccc(Oc2ncnc3cc(Cl)ccc23)nc1)c1cccs1	-11	1	-2.6	-1.4	4	u	-5	-39	-1.5
Cc1cccc(NC(=O)c2ccc3nsnc3c2)c1C	7	-1	-2.6	x	6	0	-36	6	0.7
CC(=O)NC(CCS(C)(=O)=O)C(=O)Nc1ccc(Cl)c(Cl)c1 (stereo unspecified)	1	-2	-0.6	-0.5	3	-7	9	10	-3.2
CC(C)CN(CCCNC(=O)CN1C(=O)COc2ccc(S(=O)(=O)N3CCCC3)cc21)CC(C)C	1	0	-1.2	x	4	4	-2	6	0.8
CCSc1nc(-c2ccco2)ccc1C#N	11	2	1.3	-4.2	-1	-13	1	2	1.9
O=C(Cn1cnc2c(nnn2Cc2ccccc2)c1=O)N1CCCc2ccccc21	-2	1	0.0	-0.4	8	0	-2	1	-0.1
COc1ccc(N2CC(NC(=O)N3CCN(c4ccccc4)CC3)CC2=O)cc1 (stereo unspecified)	1	-3	-1.3	x	-3	-5	-9	-1	-3.8
C/C(=N\NC(=O)c1nnn(-c2nonc2N)c1-c1cccs1)c1ccc(O)cc1	22	-2	3.1	0.9	8	-3	-2	0	-3.3
CC1CCN(C(=O)CCNS(=O)(=O)c2ccc3c(c2)oc(=O)n3C)CC1	-2	0	-1.8	-0.4	-7	10	-2	8	-0.5
c1ccc2c(c1)oc1c(NCCCN3CCOCC3)ncnc12	9	-1	0.4	0.7	7	3	-6	5	2.1
O=C(Nc1cc(Br)ccc1O)C1CC(c2c(F)cccc2Cl)=NO1 (stereo unspecified)	7	-2	-2.6	-0.6	-14	-10	2	7	-4.7
COc1ccc(OCCCC(=O)Nc2cccc([N+](=O)[O-])c2C)cc1	4	3	-1.7	-4.4	-1	-8	5	5	-0.2
COc1cc(C(=O)N/N=C(\c2ccccc2)c2ccccn2)cc(OC)c1OC	19	0	1.0	x	1	-7	24	2	-0.9
COc1cc(C(=O)N(C)CCOc2ccc(C)cc2)ccc1OC1CCN(C(C)=O)CC1	-1	-1	0.4	3.3	0	u	3	13	2.0
CC(C)CCn1c(COc2ccccc2)n[nH]c1=S	-5	-2	3.1	-2.6	0	3	7	8	-1.1
CCN(CC)C(=O)C(=O)c1cccn1-c1ccccc1C#N	-2	-11	-2.0	0.1	-2	u	-3	-2	-3.2
CC12CN3CCN(CC(C3)/C1=N\N=C1/C3CN4CCN(C3)CC1(C)C4)C2	6	113*	-2.0	-2.1	-6	-1	2	3	-2.9
COc1ccc(-n2nc(C(=O)Nc3cc(OC)c(OC)c(OC)c3)c3ccccc3c2=O)c(OC)c1	9	-5	1.2	x	2	3	0	4	0.5
Cc1ccc(/C=C2\SC(=S)N(CC(=O)Nc3cccnc3)C2=O)cc1	-7	-2	0.4	x	-11	-3	11	0	-5.1
C/C(N)=C(/C#N)C(=O)COC(=O)CCC1CCCC1	10	1	-0.6	-0.2	-2	4	-4	4	-3.6
C1=CC2c3ccccc3NC(c3ccncc3)C2C1 (stereo unspecified)	-6	-7	0.7	0.7	-21	-35	-7	-3	-3.2
O=S(=O)(Nc1ccc(-c2ccc3nncn3n2)cc1)c1cccc(F)c1	4	3	1.7	-0.9	-3	0	-8	-1	-4.3
O=S(=O)(c1ccc(Cl)c(C(F)(F)F)c1)N1CCN(CC(O)COCC2CCCO2)CC1 (stereo unspecified)	-7	3	-1.5	0.6	-10	-2	-4	7	-1.9
Cn1ccsc1=NC(=O)c1ccc([N+](=O)[O-])o1	14	-2	-0.4	-0.1	3	-8	-35	-1	-1.3
COc1ccc(CCNC(=O)CCNC(=O)c2ccco2)cc1	7	3	0.3	0.6	2	-7	-7	-25	-0.1
Cc1ccccc1C(=O)NCC(=O)c1ccccc1	-1	2	0.8	-0.7	-1	-1	4	2	-2.6
Cc1cc(NC(=O)CSc2nnc(Nc3ccccc3C)s2)no1	4	5	-1.4	x	0	-2	8	-14	-2.8
CCCCC[C@H]1CN(CCCC)C(=O)[C@@H]1CC(=O)NCc1ccc(OC)cc1	3	0	-0.3	1.0	1	-3	11	0	-2.8
CC(=O)NC(CC(=O)N(C)Cc1cccc(Cl)c1Cl)c1ccccc1 (stereo unspecified)	4	2	-0.1	1.8	-1	-4	-1	-16	0.2
CCCC(=O)Nc1nc2ccc(S(N)(=O)=O)cc2s1	1	-1	5.0	-1.1	0	-3	4	-2	-3.9
CCN1CCN(C(=O)c2ccc(OC3CCN(CCc4ccccc4)CC3)cc2)[C@@H](C)C1=O	7	0	-1.2	0.1	9	-8	-5	0	0.2
CC(=O)N(C(C)=O)S(=O)(=O)c1ccc(N=NN2CCCCC2)cc1	23	1	0.1	0.0	7	-6	5	0	0.5
O=C(Nc1ccccc1O)c1ccc2c(c1)C(=O)N(c1ccccc1)C2=O	-1	0	-1.7	3.1	x	-1	-5	6	-1.3
Cc1cc(C)c(NC(=O)CN2C(=O)CC(C)S(=O)(=O)c3ccccc32)c(C)c1 (stereo unspecified)	0	0	-1.8	-0.4	0	-3	4	6	-0.9
CC(=O)N(Cc1cccnc1)Cc1cc2ccccc2[nH]c1=O	5	3	3.1	-4.5	-4	-2	-1	-2	0.4

Not a retest: 16 of the compounds above.
SMILES	GDH-TPI counter	FBA Mtb inh	Mtb UGM inh	Mtb BioA inh	Rv3671c inh	BoNT F protease	PrPC TRFRET	MazF activator	FadD28 binding
CC12CN3CCN(CC(C3)/C1=N\N=C1/C3CN4CCN(C3)CC1(C)C4)C2	6	113*	-2.0	-2.1	-6	-1	2	3	-2.9
COc1ccc(-n2nc(C(=O)Nc3cc(OC)c(OC)c(OC)c3)c3ccccc3c2=O)c(OC)c1	9	-5	1.2	x	2	3	0	4	0.5
Cc1ccc(/C=C2\SC(=S)N(CC(=O)Nc3cccnc3)C2=O)cc1	-7	-2	0.4	x	-11	-3	11	0	-5.1
C/C(N)=C(/C#N)C(=O)COC(=O)CCC1CCCC1	10	1	-0.6	-0.2	-2	4	-4	4	-3.6
C1=CC2c3ccccc3NC(c3ccncc3)C2C1 (stereo unspecified)	-6	-7	0.7	0.7	-21	-35	-7	-3	-3.2
O=S(=O)(Nc1ccc(-c2ccc3nncn3n2)cc1)c1cccc(F)c1	4	3	1.7	-0.9	-3	0	-8	-1	-4.3
O=S(=O)(c1ccc(Cl)c(C(F)(F)F)c1)N1CCN(CC(O)COCC2CCCO2)CC1 (stereo unspecified)	-7	3	-1.5	0.6	-10	-2	-4	7	-1.9
Cn1ccsc1=NC(=O)c1ccc([N+](=O)[O-])o1	14	-2	-0.4	-0.1	3	-8	-35	-1	-1.3
COc1ccc(CCNC(=O)CCNC(=O)c2ccco2)cc1	7	3	0.3	0.6	2	-7	-7	-25	-0.1
Cc1ccccc1C(=O)NCC(=O)c1ccccc1	-1	2	0.8	-0.7	-1	-1	4	2	-2.6
Cc1cc(NC(=O)CSc2nnc(Nc3ccccc3C)s2)no1	4	5	-1.4	x	0	-2	8	-14	-2.8
CCCCC[C@H]1CN(CCCC)C(=O)[C@@H]1CC(=O)NCc1ccc(OC)cc1	3	0	-0.3	1.0	1	-3	11	0	-2.8
CC(=O)NC(CC(=O)N(C)Cc1cccc(Cl)c1Cl)c1ccccc1 (stereo unspecified)	4	2	-0.1	1.8	-1	-4	-1	-16	0.2
CCCC(=O)Nc1nc2ccc(S(N)(=O)=O)cc2s1	1	-1	5.0	-1.1	0	-3	4	-2	-3.9
CCN1CCN(C(=O)c2ccc(OC3CCN(CCc4ccccc4)CC3)cc2)[C@@H](C)C1=O	7	0	-1.2	0.1	9	-8	-5	0	0.2
CC(=O)N(C(C)=O)S(=O)(=O)c1ccc(N=NN2CCCCC2)cc1	23	1	0.1	0.0	7	-6	5	0	0.5

Compounds as they come, and some 4.8% of all compounds hit somewhere here.
